# Screening data deposited in PubChem BioAssay by several laboratories.
# PG9 Ab binder – small molecules binding HIV-1 gp120 antibody PG9; TR-FRET gp120-PG9 antibody binding; inhibition, % at 6.7 µM; 360,000 tested, 0.43% active; in the data active means inhibition above about 8.5%
# rCAG binder – binds r(CAG) RNA repeats; r(CAG) RNA repeat, TO-PRO-1 dye displacement fluorescence; inhibition, % at 3 µM; 370,000 tested, 1.3% active; AID 651821;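 active means inhibition above the plate cutoff, the mean of all test compounds on that plate plus 3 SD, cut at about 35% in these data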;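 further: 0% = DMSO alone and 100% = 100 µM mitoxantrone as full dye displacement; higher means more dye released from RNA so lower well fluorescence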
# NR1D1 modulator – Rev-erb alpha (human) modulation; AID 1259318; 370,000 tested, 0.79% active; activity, % at 10 µM; Rev-erbα–FITC-DNA binding, fluorescence polarization, 90 min; P20393;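 active means activity above about 14%, limit read from the data; passing the limit was not always enough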;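 further: 0% = DMSO wells with 35 nM protein and 100% = DMSO wells with 750 nM protein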
# LEDGF integ inh – blocks HIV-1 LEDGF/p75-dependent DNA integration; TR-FRET IN-LEDGF/p75 DNA integration, Eu/Cy5; inhibition, % at 3.7 µM; 370,000 tested, 0.64% active; AID 743269;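 active means inhibition above the screen-wide mean plus 3 SD, cut at about 13% in these data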;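 further: signal is the Cy5 over europium emission ratio at 671 and 618 nm; 0% = plate median of compound wells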
# ABHD4 inh – inhibitors of mouse ABHD4; inhibition, % at 8.92 µM; Q8VD66; 370,000 tested, 0.54% active; purified mABHD4, FP-Rh probe fluorescence polarization;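 active means inhibition exceeding the mean over every tested compound plus 3 SD, cut at about 30% in these data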;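 further: 0% = plate median of compound wells and 100% = S159A mutant with DMSO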
#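 system = mouse ABHD4 enzyme, wild type | medium = HEPES pH 7.0, NaCl, Pluronic buffer | also added = FP-Rh probe | incubation = Enzyme–compound pre-incubation 45 min, then probe 60 min, both 25 °C | technique = fluorescence polarization, excitation 525 nm, emission 598 nm, BODIPY TMR filters | controls = S159A mutant high control, sample median low control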
# HTRA1 inh – blocks human HTRA1 serine peptidase; Q92743; inhibition, % at 5.96 µM; AID 504803; recombinant HTRA1, FP-rhodamine activity-based probe, fluorescence polarization; 340,000 tested, 0.5% active; in the data active means inhibition above about 36%;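 further: 0% = enzyme with DMSO and 100% = wells lacking enzyme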
# MBD2 inh – inhibitors of human MBD2 binding to methylated oligonucleotide; Q9UBB5; TR-FRET; inhibition, % at 4.4 µM; 370,000 tested, 0.31% active; in the data active means inhibition above about 13%
# Target sequence (Q9UBB5 whole entry, looked up): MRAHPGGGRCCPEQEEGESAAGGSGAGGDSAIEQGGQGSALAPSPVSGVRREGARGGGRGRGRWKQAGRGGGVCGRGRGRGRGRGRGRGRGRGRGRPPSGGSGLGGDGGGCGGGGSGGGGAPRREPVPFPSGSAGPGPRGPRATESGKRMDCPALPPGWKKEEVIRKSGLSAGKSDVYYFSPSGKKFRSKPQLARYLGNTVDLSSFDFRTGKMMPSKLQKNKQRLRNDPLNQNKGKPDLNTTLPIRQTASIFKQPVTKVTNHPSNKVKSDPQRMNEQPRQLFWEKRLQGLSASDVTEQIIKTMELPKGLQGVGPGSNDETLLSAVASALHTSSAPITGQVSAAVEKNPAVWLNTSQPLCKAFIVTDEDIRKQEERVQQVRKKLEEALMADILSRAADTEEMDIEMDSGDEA
# PRMT1 FP inh – blocks human protein arginine methyltransferase 1; inhibition, % at 2.79 µM; AID 652257; Q99873; 370,000 tested, 1.3% active; recombinant PRMT1, activity-based probe fluorescence polarization;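 active means inhibition above about 21% made by adding two undisclosed values, limit read from the data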
# Target sequence (Q99873 whole entry, looked up): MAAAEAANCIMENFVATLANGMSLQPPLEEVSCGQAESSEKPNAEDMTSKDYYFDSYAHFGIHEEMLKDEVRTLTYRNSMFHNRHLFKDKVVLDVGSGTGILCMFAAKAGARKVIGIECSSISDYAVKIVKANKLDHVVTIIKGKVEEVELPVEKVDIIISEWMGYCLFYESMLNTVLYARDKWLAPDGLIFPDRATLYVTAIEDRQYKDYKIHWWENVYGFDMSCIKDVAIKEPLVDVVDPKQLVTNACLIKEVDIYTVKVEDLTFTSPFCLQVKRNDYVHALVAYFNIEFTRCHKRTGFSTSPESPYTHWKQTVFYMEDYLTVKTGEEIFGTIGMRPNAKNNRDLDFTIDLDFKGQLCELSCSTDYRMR
# UHRF1 MBD2 ctr – human UHRF1 methylated DNA binding inhibitors; Q96T88; UHRF1 binding to methylated oligo, TR-FRET; inhibition, % at 4.4 µM; 370,000 tested, 0.75% active; in the data active means inhibition above about 21%;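 further: UHRF1 SRA domain binding a hemimethylated CpG hairpin DNA probe; 0% = median of test compound wells and 100% = reference inhibitor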
# TCR-CD3 inh – inhibitors of human TCR-CD3 interaction. TAMRA-labeled TCR probe fluorescence, biochemical. inhibition, % at 9.4 µM. 360,000 tested, 0.37% active. AID 651800; in the data active means inhibition above about 19%;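 further: recombinant mutant TCR 2C K166C tagged with TAMRA read by polarization; 0% = receptor in buffer alone and 100% = receptor with positive control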
# Starred values were filed as active, the others as inactive; . = no result given; & = joins results of further samples. Some of the compounds tested; rates above refer to the full screens.
SMILES,PG9 Ab binder,rCAG binder,NR1D1 modulator,LEDGF integ inh,ABHD4 inh,HTRA1 inh,MBD2 inh,PRMT1 FP inh,UHRF1 MBD2 ctr,TCR-CD3 inh
COC(=O)C(C)N(C(=O)c1cccc2ccccc12)c1c(C)cccc1C (configuration not stated),0.3,-5,2,78*,-12,-11,3,-4,-1,-2
Cc1cc2ncn(C(=O)N3CCOCC3)c2cc1C,-2.2,-2,0,2,-6,1,2,-2,-3,-1
CCOC(CNc1c([N+](=O)[O-])c(=O)n(C)c(=O)n1C)OCC,-1.7,0,5,0,6,1,-5,-2,-3,4
COc1ncnc2sc3c(c12)CCCC3,-0.5,5,-5,-1,-1,5,5,-2,7,5
COc1ccc(-c2nnc(SCc3cccnc3)o2)cc1,5.2,2,2,-1,-14,2,9,3,7,5
COc1ccccc1NC(=O)CSc1ccc2nnc(-c3cccnc3)n2n1,0.2,3,-6,6,5,7,-1,-3,0,10
CCC(C)c1c(O)nc(SCC(=O)Nc2ccccc2)[nH]c1=O (configuration not stated),-0.5,4,3,-3,-3,-2,0,3,1,7
O=S(=O)(c1cccs1)N1CCN(CC(O)COc2cccc(Br)c2)CC1 (configuration not stated),-1.5,-4,6,2,4,-12,0,2,-2,7
CCOC1=C2[C@H](c3ccc(C)cc3)N(S(=O)(=O)c3ccc(C)cc3)C[C@H]2n2c(=O)n(-c3ccccc3)c(=O)n2C1,1.4,-1,-4,1,2,.,-6,2,-1,7
CC(=O)c1ccc(NC(=O)C(C)N(C)CC(=O)Nc2ccc(Cl)cc2)cc1 (configuration not stated),1.6,-2,6,0,-6,-22,-1,6,-4,-2
CCCCc1cc(=O)oc2cc(OCC(=O)N3CCC(C(=O)O)(c4ccccc4)CC3)ccc12,2.3,5,0,0,3,-4,4,0,0,5
Cc1cccc(-c2c3c(=O)n(C)c(=O)n(C)c3c3cccnn23)c1,-8.2,-2,11,-1,4,6,-3,4,1,-2
CC1CCC(C(C)C)C(OC(=O)CSc2n[nH]c(=O)[nH]c2=O)C1 (configuration not stated),-0.9,22,3,2,-7,-9,3,0,3,2
Cc1ccc(S(=O)(=O)NCC(=O)OCC(=O)c2ccc(Cl)s2)cc1,-1.0,10,-1,-7,-2,-9,5,1,3,-6
CCOC(=O)C1=CN(c2cccc(F)c2)C=C(C(=O)OCC)C1c1cc(OC)c(O)c([N+](=O)[O-])c1,0.1,1,3,2,1,9,3,0,5,2
CCOC(=O)c1cc(-c2sc(NC(=O)c3ccccc3)nc2C)n(CCO)n1,0.0,3,-3,3,0,-4,-3,-3,1,1
NNC(=O)COc1ccccc1F,-0.4,1,-3,-3,-2,-5,-4,-2,0,1
CCCCCCCOc1ccc(C2CC(=O)N(C)C2=O)cc1 (configuration not stated),-2.4,-2,-1,3,-6,-6,-2,0,8,2
COc1ccc(C(=O)CNC2=NCCC2)cc1,-2.2,1,2,0,10,4,0,-1,5,-4
COc1ccc(C(C)=O)c(Oc2nc(CN3CCOCC3)nc3scc(-c4cccs4)c23)c1,0.7,-5,-6,3,-10,-8,6,-4,-3,3

# 10 of the compounds above, with two lines to a compound:
# Every second line gives: PG9 Ab binder | rCAG binder | NR1D1 modulator | LEDGF integ inh | ABHD4 inh | HTRA1 inh | MBD2 inh | PRMT1 FP inh | UHRF1 MBD2 ctr | TCR-CD3 inh
> Cc1cc2ncn(C(=O)N3CCOCC3)c2cc1C
  -2.2 | -2 | 0 | 2 | -6 | 1 | 2 | -2 | -3 | -1
> CCOC(CNc1c([N+](=O)[O-])c(=O)n(C)c(=O)n1C)OCC
  -1.7 | 0 | 5 | 0 | 6 | 1 | -5 | -2 | -3 | 4
> COc1ncnc2sc3c(c12)CCCC3
  -0.5 | 5 | -5 | -1 | -1 | 5 | 5 | -2 | 7 | 5
> COc1ccc(-c2nnc(SCc3cccnc3)o2)cc1
  5.2 | 2 | 2 | -1 | -14 | 2 | 9 | 3 | 7 | 5
> COc1ccccc1NC(=O)CSc1ccc2nnc(-c3cccnc3)n2n1
  0.2 | 3 | -6 | 6 | 5 | 7 | -1 | -3 | 0 | 10
> CCC(C)c1c(O)nc(SCC(=O)Nc2ccccc2)[nH]c1=O (configuration not stated)
  -0.5 | 4 | 3 | -3 | -3 | -2 | 0 | 3 | 1 | 7
> O=S(=O)(c1cccs1)N1CCN(CC(O)COc2cccc(Br)c2)CC1 (configuration not stated)
  -1.5 | -4 | 6 | 2 | 4 | -12 | 0 | 2 | -2 | 7
> CCOC1=C2[C@H](c3ccc(C)cc3)N(S(=O)(=O)c3ccc(C)cc3)C[C@H]2n2c(=O)n(-c3ccccc3)c(=O)n2C1
  1.4 | -1 | -4 | 1 | 2 | . | -6 | 2 | -1 | 7
> CC(=O)c1ccc(NC(=O)C(C)N(C)CC(=O)Nc2ccc(Cl)cc2)cc1 (configuration not stated)
  1.6 | -2 | 6 | 0 | -6 | -22 | -1 | 6 | -4 | -2
> CCCCc1cc(=O)oc2cc(OCC(=O)N3CCC(C(=O)O)(c4ccccc4)CC3)ccc12
  2.3 | 5 | 0 | 0 | 3 | -4 | 4 | 0 | 0 | 5

# More records follow.
SMILES,PG9 Ab binder,rCAG binder,NR1D1 modulator,LEDGF integ inh,ABHD4 inh,HTRA1 inh,MBD2 inh,PRMT1 FP inh,UHRF1 MBD2 ctr,TCR-CD3 inh
Cc1ccc(CN2CC(C(=O)Nc3cccc(C)n3)CC2=O)cc1 (configuration not stated),-0.9,-5,-1,3,0,-1,1,0,-1,5
CCCN(C1CCS(=O)(=O)C1)S(=O)(=O)c1ccc(F)cc1 (configuration not stated),0.6,-2,-1,-2,0,-2,-1,0,1,0
CCOC(=O)c1ccc(NC(=O)CSc2nnc(COc3ccccc3OC)n2C)cc1,-0.3,-6,0,2,8,-6,-5,-3,6,5
CCN(CC)c1ccc(/C=C2/SC(=O)N(C(C)C)C2=O)o1,-2.7,1,-1,0,4,-6,-5,27*,-1,6
CSc1ccccc1NC(=O)CN(C)C(=O)/C=C/c1ccccc1,-1.8,1,5,-3,-1,7,7,3,0,-9
O=C1c2cccc(NCCCNCCO)c2C(=O)c2cccc(NCCCNCCO)c21,-49,22,-2,16*,-10,10,105*,8,93*,-10
CC(CCc1ccccc1)NC(=O)c1ccc(NC(=O)c2cccc(Br)c2)cc1 (configuration not stated),-2.8,2,-3,3,-7,-24,-4,-4,-3,4
Cc1nc2sc3c(c2c(=N)n1N)CCCC3,-1.9,0,3,0,-7,10,3,-1,-5,0
C[C@@H](NC(=O)[C@@H]1Cc2ccccc2CN1C(=O)OC(C)(C)C)C(=O)NC1CCCC1,0.0,-6,-5,3,0,-3,-4,-8,-2,1
CCn1c(C(=O)N2CCC(C(=O)NCc3ccc(OC)cc3)CC2)cc2sccc21,0.0,-6,-3,-5,10,-8,3,4,0,-7
OC(c1ccccc1)(c1ccccc1)C1CCN(CCCOc2ccccc2Cl)CC1,0.9,0,-4,-4,11,.,0,1,-1,-6
CCN(C(=O)c1ccc(C(C)(C)C)cc1)c1nnc(Cn2nnc3ccccc32)s1,1.2,-1,-8,1,-17,-53,-4,-2,-1,5
CC/C(=C(\c1ccccc1)c1ccc(OCCN(C)C)cc1)c1ccccc1,-1.7&0.5,1&3,-5&-7&-3,-1&2,26&25,6&4,3&-11,4&-6,1&-1,-8&7
O=C(N/N=C/c1ccc(OC2CSC2)cc1)c1ccccc1,0.3,1,-4,1,-3,-3,-1,-1,-2,4
O=C(/C=C/c1c(F)cccc1Cl)Nc1ncccn1,-1.5,3,1,-3,-1,2,1,-2,-5,6
CCSc1nc(NCCN(C)C)c2c3c(sc2n1)COC(C)(CC)C3 (configuration not stated),-1.5,-3,-3,1,-1,2,2,-1,1,-2
COC(=O)[C@@]1(Cc2ccc(OC)cc2)[C@@H]2[C@@H](CC(=O)[C@H]2CC(=O)C(=O)N(C)C)CN1C(=O)c1ccccc1,0.8,-2,-3,-2,1,3,-5,0,0,10
O=C(NCc1ccc2c(c1)OCO2)Nc1cccc2ccccc12,2.6,2,6,-3,0,4,4,0,-1,-3
Cc1ccc(-c2ccc(C(=O)Nc3ccccc3)o2)c2ccccc12,0.9,10,5,-1,-57,-104,-1,1,1,-13
CCC(C)[C@H](NC(=O)[C@H](Cc1ccccc1)n1c(=O)[nH]c2ccccc2c1=O)C(=O)N1CCC(C(=O)O)CC1 (some centres not stated),-1.0,5,4,0,2,-4,-1,1,0,3
CCOc1ccc(NC(=O)CSc2nc3c([nH]c4ccccc43)c(=O)n2C)cc1,0.5,3,-2,-4,-1,-5,-3,-4,-2,-3
COc1ccccc1N1CCN(CC(O)COc2ccc(S(=O)(=O)N3CCOCC3)cc2)CC1 (configuration not stated),-0.3,-3,1,3,1,3,-4,1,0,-3
CC1(C)OC(C)(C)/C(=C\c2ccccc2[N+](=O)[O-])C1=O,-0.4,-1,-1,2,0,1,3,-2,-2,7
COC(=O)C(CCSC)NC(=O)C(NC(=O)C1CCC(C)CC1)C(C)C (configuration not stated),-2.7,-6,-4,1,-5,8,-7,-3,1,-4
Cc1c(NC(=O)CC2CC(C)OC2=O)c(=O)n(-c2ccccc2)n1C (configuration not stated),-0.2,2,-2,0,0,-2,1,-1,-1,4
CC(=O)Nc1cccc(NC(=O)c2ccc([N+](=O)[O-])cc2Cl)c1,-3.3,0,-5,-2,3,8,-1,-4,0,1
CCOc1cc(C(=O)Nc2ccc(S(=O)(=O)Nc3cnc4ccccc4n3)cc2)cc(OCC)c1OCC,-0.8,66*,-5,-2,-23,-28,4,3,1,0
COC(=O)C1C(=O)C=C(Nc2ccc(F)cc2F)CC1c1ccc(OC)cc1 (configuration not stated),-2.5,-4,-1,-2,-1,-2,2,0,-4,3
COc1ccc(C(=O)Nc2ccc3ccccc3c2)c(OC)c1,-0.3,8,-4,3,-31,-63,-6,1,-2,6
CCCCCCOc1ccc(N2C(=O)CC(S/C(N)=N/N=C(\C)c3cccs3)C2=O)cc1 (configuration not stated),-0.1,27,-1,-2,-6,-22,0,0,0,-5
COc1ccc(NC(=O)CC2SC(=Nc3ccccc3)NC2=O)c(OC)c1 (configuration not stated),-0.4,4,2,2,2,-1,3,2,0,-1
COc1cc2ncnc(NCc3ccc4c(c3)OCO4)c2cc1OC,-0.8,-2,0,7,-9,1,1,-4,4,-10
CCC(=O)N1CCCC(C)(C(=O)NS(=O)(=O)c2ccccc2Cl)C1 (configuration not stated),-1.1,2,-1,3,-3,.,1,-1,2,-4
CN(c1ccccn1)c1ncnc2[nH]ncc12,0.2,-1,10,-2,-3,-1,-2,0,-1,1
O=C(CSCc1c(Cl)cccc1Cl)Nc1cccnc1,0.3,0,1,3,-4,3,-3,-2,13,5
CCOC(=O)c1cc2c(ccn2C)n1CC(=O)N1CCN(c2cccc(C(F)(F)F)c2)CC1,-0.3,-5,4,1,3,2,-4,4,-2,-2
O=C1CC(c2ccco2)Cc2nc(N3CCN(Cc4ccc5c(c4)OCO5)CC3)ncc21 (configuration not stated),-0.2,-3,2,-5,-4,-13,-1,2,-1,-8
Cc1cc(C)cc(NC(=O)c2cccc(N3C(=O)C4C5C=CC(C5)C4C3=O)c2)c1 (configuration not stated),0.6,-1,6,-5,-2,-13,-5,1,-1,2
C=CCn1c(COc2ccccc2)nnc1SCC(=O)O,-0.2,1,-4,3,3,2,-2,3,-2,2
O=C(Nc1ccncc1)Nc1cccc(F)c1,0.3,2,-6,0,-4,-7,-6,2,2,11
Cc1cc(C(=O)OCC(=O)N2CCCC2)c2ccccc2n1,-0.2,-4,1,1,0,-2,3,-1,1,1
